# S100A4 inh HTS: inhibitors of human S100A4 binding to myosin IIA peptide. S100A4/TAMRA-MyoIIA peptide fluorescence polarization. inhibition, % at 10.7 µM. 0.14% of 360,000 active;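 active = mean inhibition of at least 70% across replicates, with every replicate also reaching that level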
# Target sequence (P26447 whole entry, looked up): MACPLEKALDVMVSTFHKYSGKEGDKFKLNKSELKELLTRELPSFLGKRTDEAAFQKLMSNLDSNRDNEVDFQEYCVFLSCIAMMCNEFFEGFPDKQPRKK
#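 incubation = readout 5 min after mixing, signal stable up to 60 min | system = S100A4 monomer protein | buffer or medium = HEPES pH 7.2 with CaCl2, KCl, NaCl, DTT, Triton | benchmarks = neutral control DMSO, positive control TFP | also added = fluorescent myosin IIA peptide, 5 nM | compound dosing = one concentration per compound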
# esBAF inh: inhibitors of esBAF chromatin remodeling in mouse ES cells; reporter increase, % at 12.5 µM; AID 602393; 2% of 350,000 active; Bmi1-luciferase knock-in reporter, 24 h; 100% = twice the neutral-well signal; in the data active = activation above about 40%;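 note: 0% = median of the plate's neutral control wells and 100% = double that signal; a rise in the Bmi1 reporter signal indicates esBAF inhibition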
# FN deposition inh: fibronectin deposition inhibition. AH1F fibroblasts, Alexa488-fibronectin deposition fluorescence, overnight. inhibition, % at 12.6 µM. 0.086% of 350,000 active;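 active = mean inhibition across replicates of 30% or more, regardless of how many single replicates reach that level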;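 note: positive control wells lacked labelled fibronectin entirely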
#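 Material – AH1F fibroblast monolayer, labelled fibronectin deposition · Reagent – labelled fibronectin 24 nM · Timing – 1 h adhesion, overnight exposure · Measured by – fluorescence at 485 nm excitation, 525 nm emission · Read-out – inhibition of fibronectin deposition signal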
# LGR2 antag: inhibitors of bursicon-induced Drosophila LGR2 receptor cAMP signaling | HEK293 LGR2, CRE-luciferase, bursicon-stimulated, 4 h | inhibition, % at 9.99 µM | 0.35% of 380,000 active;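 active = drop in luminescence signal, shown as inhibition above about 50% in the replicate tests, limit read from the data, passing the limit was not always enough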;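 note: agonist challenge used bursicon conditioned medium at about half maximal strength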
# CASP6 VEID inh: blocks human caspase-6 cleavage activity; P55212; purified caspase-6, Z-VEID-R110 cleavage fluorescence; inhibition, % at 12.5 µM; 0.53% of 350,000 active;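 active = mean inhibition across replicates at least about 35%, with every replicate also reaching that limit, limit read from the data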;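 note: 0% = median of neutral control wells and 100% = no fluorescence left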
# Target sequence (P55212 24-179 limits assumed): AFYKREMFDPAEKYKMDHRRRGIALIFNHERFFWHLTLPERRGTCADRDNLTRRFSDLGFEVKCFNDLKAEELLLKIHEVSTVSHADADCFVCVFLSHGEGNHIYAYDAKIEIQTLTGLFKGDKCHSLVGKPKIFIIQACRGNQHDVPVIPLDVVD
# Target sequence (P55212 194-293 limits assumed): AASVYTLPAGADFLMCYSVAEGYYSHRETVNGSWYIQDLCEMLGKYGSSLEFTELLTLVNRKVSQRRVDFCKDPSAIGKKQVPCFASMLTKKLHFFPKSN
# SIRT5 block: inhibitors of human sirtuin-5 desuccinylase. 1.1% of 330,000 active. Purified SirT5, succinyl-peptide AMC, trypsin-coupled fluorescence. inhibition, % at 15 µM. AID 652115; in the data active = inhibition above about 15%
# Target sequence (Q9NXA8 whole entry, looked up): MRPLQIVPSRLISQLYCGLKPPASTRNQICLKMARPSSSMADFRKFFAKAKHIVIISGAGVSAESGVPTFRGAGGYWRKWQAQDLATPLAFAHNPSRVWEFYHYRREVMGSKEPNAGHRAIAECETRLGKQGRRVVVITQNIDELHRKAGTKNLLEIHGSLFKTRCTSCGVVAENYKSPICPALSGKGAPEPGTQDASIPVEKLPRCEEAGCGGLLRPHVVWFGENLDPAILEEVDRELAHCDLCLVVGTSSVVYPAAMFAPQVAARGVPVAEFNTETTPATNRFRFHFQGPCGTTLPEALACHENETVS
# C2C12 statin: suppression of simvastatin myotoxicity; C2C12 myotubes + simvastatin, ATP luminescence, 48 h; scaled: DMSO 0, geranylgeraniol control 100; rescue of ATP level, % at 7.49 µM; 0.78% of 330,000 active;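 active = mean ATP rescue above about 67%, or every replicate alone reaching that limit, limit read from the data, passing the limit was not always enough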;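 note: myotubes were challenged with 10 µM simvastatin during compound exposure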
# Numbers without * were called inactive; . = not tested or not shown; & = joins results of further samples.
# Every second line gives: S100A4 inh HTS	esBAF inh	FN deposition inh	LGR2 antag	CASP6 VEID inh	SIRT5 block	C2C12 statin
CC(C)CC#Cc1ccc2c(c1)O[C@H](CN(C)C)[C@@H](C)CN([C@H](C)CO)S2(=O)=O
 : 13	-1	-1	-5	-3	-2	3
CC(C)NC(=O)Nc1ccc2c(c1)C(=O)N([C@H](C)CO)C[C@@H](C)[C@@H](CN(C)S(=O)(=O)c1ccccc1)OCCCC[C@@H](C)O2
 : 1	2	4	4	1	-1	.
Cc1ccc(-n2ncc3c(=O)[nH]c(SC(C)C)nc32)cc1
 : -3	-9	-6	14	2	3	-6
CC/C(C)=N/Nc1cccc([N+](=O)[O-])c1
 : 3	.	4	-3	4	-1	.
CCn1c(C)cc(/C=C2/SC(=O)N(C(C)C(=O)OC)C2=O)c1C (configuration not stated)
 : 4	30	2	-62	1	-1	1
CCCCSc1nnc(CSc2nc3nc(C)cc(C)n3n2)o1
 : 7	1	.	-7	-1	0	15
COc1ccc(CN2C(=O)c3cccnc3C2=O)cc1S(=O)(=O)N(C)Cc1ccco1
 : 0	-1	2	-1	2	-3	2
O=C(c1ccc(-n2cccn2)cc1)N1CCN(c2ncccc2C(F)(F)F)CC1
 : 3	3	2	7	-1	1	0
C[C@H](CO)N1C[C@H](C)[C@@H](CN(C)Cc2ccc(C(=O)O)cc2)OCc2cnnn2CCCC1=O
 : -1&-8	-4	-12	18&-7	-4&1	-3&4	13
Cc1cccc(C)c1NC(=O)NN(C(=O)c1ccccc1)C(C)(C)C
 : 2	.	4	-6	1	-5	.
CCOC(=O)c1c(NC(=O)CSc2nnc(-c3c[nH]c4ccccc34)n2CCOC)sc2c1CCCCC2
 : -4	11	-2	28	-5	-1	-2
Cc1ccccc1-c1ccc([C@@H]2[C@@H](CO)N3CCCCN(C(=O)Nc4ccc(F)cc4)C[C@@H]23)cc1
 : -3	.	.	16	-5	15*	.
O=C(N/N=C\c1ccc([N+](=O)[O-])o1)C1COc2ccccc2O1 (configuration not stated)
 : -1	.	13	17	9	-1	.
CCN(CC(=O)Nc1c(F)cccc1F)C(=O)Cc1n[nH]c(=O)c2ccccc12
 : -2	-7	4	16	0	2	-3
Cc1cccc(CS(=O)(=O)c2ncc(Cl)c(C(=O)Nc3ccc(F)cc3)n2)c1
 : -2	-12	35*	0	5	-2	0
Cc1cccc(OCC(=O)Nc2nnn(C)n2)c1C
 : .	-11	.	-15	.	.	-5
CCOc1ccc(N2C(=O)C3ON(c4ccccc4)C(c4cccs4)C3C2=O)cc1 (configuration not stated)
 : 9	.	-1	-3	-1	.	.
Cc1cccn2c(=O)c3cc(C(=O)NCc4ccco4)c(=N)n(C(C)C)c3nc12
 : .	4	-11	.	.	.	-13
Cc1ccc2c(c1)CCCN2CC(=O)N(C)c1c(N)n(Cc2ccccc2)c(=O)[nH]c1=O
 : -16	-1	.	9	-16	1	-14
O=C(Nc1ccc(Oc2ccc(Cl)cc2)c(Cl)c1)c1cc(I)cc(I)c1O
 : -1	-8	-5	5	.	0	-13
CCOC(=O)C1(C)NC(c2cccc(C)c2)C2C(=O)N(c3ccccc3)C(=O)C21 (configuration not stated)
 : 6	-1	4	-3	0	-7	15
COc1cccc(NC(=O)N(C)C[C@H]2Oc3ncc(C#Cc4ccc(F)cc4)cc3C(=O)N([C@H](C)CO)C[C@@H]2C)c1
 : 47	-8	4	-12	0	3	49
COc1ccc(C(=O)CSc2ccc(-c3ccco3)nn2)cc1
 : .	-2	.	19	.	.	11
COc1ccc(S(=O)(=O)N(C)C[C@@H]2Oc3ccc(NC(=O)CCCN(C)C)cc3C(=O)N([C@@H](C)CO)C[C@@H]2C)cc1
 : 15	-1	.	-16	4	-5	3
Nc1ncc(Br)cc1S(=O)(=O)Nc1ccccc1F
 : 7	-7	13	-6	1	-4	-3
O=C(N/N=C/c1ccco1)c1cc(=O)[nH]c2ccccc12
 : -3	.	.	-6	-1	-11	.
CSc1c(-c2ccccn2)c(N)nn1C(=O)C1CC1
 : -5	2	4	-15	6	-2	10
NC(=O)[C@@H]1CC2(CC(c3cccc(NC(=O)[C@H]4CCC(=O)N4)c3)=NO2)CN1C(=O)COc1ccc(Cl)cc1 (some centres not stated)
 : -1	7	-14	8	3	-8	15
Cc1cc(C)cc(N(C(=O)c2csnn2)C(C(=O)NC2CCCCC2)c2ccncc2)c1 (configuration not stated)
 : -8	1	4	-2	-1	-21	6
Cc1noc(C)c1NC(=O)N(C)C[C@H]1Oc2ccc(NC(=O)Nc3ccc4c(c3)OCO4)cc2CC(=O)N([C@@H](C)CO)C[C@H]1C
 : 7	5	-8	-5	-2	-1	17

# A few values from the entries so far.
# LGR2 antag result of CC(C)NC(=O)Nc1ccc2c(c1)C(=O)N([C@H](C)CO)C[C@@H](C)[C@@H](CN(C)S(=O)(=O)c1ccccc1)OCCCC[C@@H](C)O2 : 4
# LGR2 antag result of NC(=O)[C@@H]1CC2(CC(c3cccc(NC(=O)[C@H]4CCC(=O)N4)c3)=NO2)CN1C(=O)COc1ccc(Cl)cc1 (some centres not stated) : 8

# Continuation.
# Every second line gives: S100A4 inh HTS	esBAF inh	FN deposition inh	LGR2 antag	CASP6 VEID inh	SIRT5 block	C2C12 statin
CC(C)c1nnc(-c2ccc(Cl)cc2)c(N(C)C)n1
 : .	9	7	.	.	.	-6
CCC(=O)N1CCC1(C)C(=O)Nc1cccc2c1CCCC2 (configuration not stated)
 : 1	1	7	8	-2	-3	2
O=C(CCCN1C(=O)/C(=C/c2ccco2)SC1=S)Nc1ccccc1C(=O)O
 : -13	.	-2	-5	62*	27*	.
CC1CC(C)CN(C(=O)C2CCN(S(=O)(=O)c3c(Cl)cccc3Cl)CC2)C1 (configuration not stated)
 : 4	.	0	-4	0	1	.
COc1cc(NC(=O)CSc2nc3ccccc3n2-c2ccccc2)c(C)cc1[N+](=O)[O-]
 : 5	3	-2	.	1	-2	-9
O=C(/C=C/c1ccc([N+](=O)[O-])cc1)NCCN1C(=O)S/C(=C\c2ccc(F)cc2)C1=O
 : -1	4	-5	-3	8	-2	-58
CCC(=O)Nc1ccc2c(c1)C(=O)N(C)[C@H]1CC[C@H](CC(=O)NCc3ccccc3Cl)O[C@@H]1CO2
 : 11	2	-20	9	2	0	14
O=C(NCc1ccc(F)cc1)C1CCCN(S(=O)(=O)c2cccc3nonc23)C1 (configuration not stated)
 : 5	-3	1	-5	1	-5	-2
C1CC1C(=NN=C(C1CC1)C1CC1)C1CC1
 : 1	9	9	-7	0	-1	-17
CCOC(=O)c1sc(NC(=O)C2=COCCO2)c(C#N)c1C
 : -3	11	-1	12	-3	-2	1
C[C@H](CO)N1C[C@H](C)[C@H](CN(C)C(=O)c2ccncc2)OCCCC[C@H](C)Oc2ccc(NS(=O)(=O)c3cn(C)cn3)cc2C1=O
 : 4	0	.	-9	-1	-1	.
CCCCn1c(N)c(N(CCOC)C(=O)c2ccc3c(c2)C(=O)N(c2cc(C)ccc2C)C3=O)c(=O)[nH]c1=O
 : 1	-8	.	-11	0	-10	3
CCN1CCN(C(C(=O)NC2CCCCC2)c2cc3ccccc3o2)CC1 (configuration not stated)
 : 4	1	0	-38	-1	-4	-6
C[C@H]1CN([C@@H](C)CO)C(=O)c2cc(NC(=O)Nc3cccc4ccccc34)ccc2O[C@H]1CN(C)C(=O)Nc1ccc(F)cc1
 : -5	0	.	-3	-3	1	11
CC(NC(=O)c1cc(S(=O)(=O)N2CCOCC2)ccc1F)c1ccc(-n2ccnc2)cc1 (configuration not stated)
 : 2	-47	2	-5	-5	-4	-33
O=C1CC(N(O)c2ccccc2)C(=O)N1c1cc(Cl)cc(Cl)c1 (configuration not stated)
 : .	4	2	.	.	.	-1
CSc1ccc(CNCCCN(C)C)cc1
 : -4	.	2	7	-14	-5	.
C[C@@H]1CN([C@@H](C)CO)C(=O)Cc2cc(N(C)C)ccc2O[C@@H]1CN(C)S(=O)(=O)c1ccc(F)cc1
 : -1	-3	.	8	2	-6	-7
CC(/C=N/NC(=O)c1cccnc1)=C\c1ccco1
 : -6	6	.	4	-5	-2	-14
O=C(NC[C@H]1[C@@H](c2ccccc2)[C@H](CO)N1CC1CC1)c1cccnc1
 : 5	1	2	-5	-1	13	-4
CCC(=O)Nc1ccc2c(c1)C(=O)N(C)C[C@H](OC)[C@H](C)CN(C(=O)CN1CCOCC1)[C@H](C)CO2
 : .	-2	-9	3	.	.	-19
CN(C)c1ccc(-c2cc([C@H]3[C@@H]4C=CCC[C@@]4(C)C(=O)N3Cc3ccccc3)ccc2F)cc1
 : -3	4	-4	14	0	2	-4
COc1ccc(NC(=O)CN(C)CC(=O)NC2CCCCC2C)cc1 (configuration not stated)
 : 2	6	-4	1	-15	1	-7
COc1ccc(-c2ccc3c(c2)[C@@H]2[C@@H](CCN2C(=O)NC2CCCC2)[C@@H](CO)N3C)cc1
 : 16	.	5	-8	-1	-4	.
CCC(C)NC(=O)CN1C(=O)NC2(CCOc3ccccc32)C1=O (configuration not stated)
 : -1	0	-2	7	0	-2	13
Cc1nnc(NC(=O)C23CC4CC(CC(C4)C2)C3)s1
 : -4	3	-2	7	-1	-3	27

# Laid out differently: 15 of the compounds above
Molecule,S100A4 inh HTS,esBAF inh,FN deposition inh,LGR2 antag,CASP6 VEID inh,SIRT5 block,C2C12 statin
CC(C)CC#Cc1ccc2c(c1)O[C@H](CN(C)C)[C@@H](C)CN([C@H](C)CO)S2(=O)=O,13,-1,-1,-5,-3,-2,3
CC(C)NC(=O)Nc1ccc2c(c1)C(=O)N([C@H](C)CO)C[C@@H](C)[C@@H](CN(C)S(=O)(=O)c1ccccc1)OCCCC[C@@H](C)O2,1,2,4,4,1,-1,.
Cc1ccc(-n2ncc3c(=O)[nH]c(SC(C)C)nc32)cc1,-3,-9,-6,14,2,3,-6
CC/C(C)=N/Nc1cccc([N+](=O)[O-])c1,3,.,4,-3,4,-1,.
CCn1c(C)cc(/C=C2/SC(=O)N(C(C)C(=O)OC)C2=O)c1C (configuration not stated),4,30,2,-62,1,-1,1
CCCCSc1nnc(CSc2nc3nc(C)cc(C)n3n2)o1,7,1,.,-7,-1,0,15
COc1ccc(CN2C(=O)c3cccnc3C2=O)cc1S(=O)(=O)N(C)Cc1ccco1,0,-1,2,-1,2,-3,2
O=C(c1ccc(-n2cccn2)cc1)N1CCN(c2ncccc2C(F)(F)F)CC1,3,3,2,7,-1,1,0
C[C@H](CO)N1C[C@H](C)[C@@H](CN(C)Cc2ccc(C(=O)O)cc2)OCc2cnnn2CCCC1=O,-1&-8,-4,-12,18&-7,-4&1,-3&4,13
Cc1cccc(C)c1NC(=O)NN(C(=O)c1ccccc1)C(C)(C)C,2,.,4,-6,1,-5,.
CCOC(=O)c1c(NC(=O)CSc2nnc(-c3c[nH]c4ccccc34)n2CCOC)sc2c1CCCCC2,-4,11,-2,28,-5,-1,-2
Cc1ccccc1-c1ccc([C@@H]2[C@@H](CO)N3CCCCN(C(=O)Nc4ccc(F)cc4)C[C@@H]23)cc1,-3,.,.,16,-5,15*,.
O=C(N/N=C\c1ccc([N+](=O)[O-])o1)C1COc2ccccc2O1 (configuration not stated),-1,.,13,17,9,-1,.
CCN(CC(=O)Nc1c(F)cccc1F)C(=O)Cc1n[nH]c(=O)c2ccccc12,-2,-7,4,16,0,2,-3
Cc1cccc(CS(=O)(=O)c2ncc(Cl)c(C(=O)Nc3ccc(F)cc3)n2)c1,-2,-12,35*,0,5,-2,0

# Source: PubChem (Broad Institute)

# A portion of the library (hit frequency here may not be typical).
